Compound activity (PubChem BioAssay)
Tb MetRS inh – Trypanosoma brucei MetRS inhibition | AID 624268 | inhibition, % at 11.9 µM | purified T. brucei MetRS, ATP depletion, Kinase-Glo luminescence | 360,000 tested, 0.4% active;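 active = inhibition above a per-plate cutoff of the control wells' mean inhibition plus 3 SD, cut at about 5.5% in these data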;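 also: 0% = DMSO wells median and 100% = median of wells with control inhibitor compound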
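Material: parasite MetRS enzyme / Replication: singlicate, one well per compound / Signal: luminescence of leftover ATP / Schedule: 2 h aminoacylation at 25 °C after 15 min preincubation / Medium: HEPES-MgCl2-KCl buffer plus DTT, spermine, BSA, pyrophosphatase / Doses: 11.9 µM single point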
SUMO1-SIM PPI – SUMO1-SIM interaction modulation. P63165. SUMO1 binding to a labelled peptide, TR-FRET, 1 h. inhibition, % at 20 µM. 360,000 tested, 0.33% active. AID 602429; in the data active = inhibition above about 37%
Target sequence (P63165 whole entry, looked up): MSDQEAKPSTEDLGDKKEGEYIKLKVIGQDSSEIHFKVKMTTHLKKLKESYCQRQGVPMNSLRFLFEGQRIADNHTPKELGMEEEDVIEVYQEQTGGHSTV
Scp1 inh – blocks human Scp-1 phosphatase activity; Recombinant Scp1, phosphopeptide, malachite green phosphate absorbance; Q9GZU7; inhibition, % at 20 µM; 340,000 tested, 0.88% active;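 active = inhibition above about 50% at 20 µM, limit read from the data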;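 also: plate controls were DMSO wells with enzyme for no effect and wells lacking enzyme for full effect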
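Test system – truncated SCP-1 phosphatase (76-261aa) · Reagent – Phosphorylated 17-residue peptide substrate · Incubation – 45 min room-temperature reaction, 5 min colour, 30 min stabiliser · Detection – colorimetric phosphate reagent with accelerator and stabiliser, absorbance at 630 nm · Measure – % inhibition at 20 µM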
MsrA inh – inhibits bovine methionine sulfoxide reductase A | purified bovine MsrA, absorbance read-out | inhibition, % at 15.5 µM | 360,000 tested, 0.75% active | AID 651718; in the data active = inhibition above about 4.5%;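 also: 0% = vehicle wells with enzyme and 100% = reference inhibitor wells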
DNMT1 inh – blocks human DNA methyltransferase DNMT1 | AID 588458 | inhibition (reported as % activation of signal), % at 10 µM | 360,000 tested, 0.83% active | P26358 | DNMT1 molecular beacon, Hinp1I cleavage, fluorescence; in the data active = inhibition above about 50%
STEP inh – STEP (human) phosphatase inhibition | P54829 | inhibition, % at 20 µM | 360,000 tested, 0.25% active | recombinant STEP, OMFP fluorogenic substrate, fluorescence;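 active = inhibition at 20 µM, scaled per plate between control wells, above about 37%, limit read from the data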;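 also: 0% = DMSO with enzyme and substrate and 100% = substrate only without enzyme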
Target sequence (P54829 whole entry, looked up): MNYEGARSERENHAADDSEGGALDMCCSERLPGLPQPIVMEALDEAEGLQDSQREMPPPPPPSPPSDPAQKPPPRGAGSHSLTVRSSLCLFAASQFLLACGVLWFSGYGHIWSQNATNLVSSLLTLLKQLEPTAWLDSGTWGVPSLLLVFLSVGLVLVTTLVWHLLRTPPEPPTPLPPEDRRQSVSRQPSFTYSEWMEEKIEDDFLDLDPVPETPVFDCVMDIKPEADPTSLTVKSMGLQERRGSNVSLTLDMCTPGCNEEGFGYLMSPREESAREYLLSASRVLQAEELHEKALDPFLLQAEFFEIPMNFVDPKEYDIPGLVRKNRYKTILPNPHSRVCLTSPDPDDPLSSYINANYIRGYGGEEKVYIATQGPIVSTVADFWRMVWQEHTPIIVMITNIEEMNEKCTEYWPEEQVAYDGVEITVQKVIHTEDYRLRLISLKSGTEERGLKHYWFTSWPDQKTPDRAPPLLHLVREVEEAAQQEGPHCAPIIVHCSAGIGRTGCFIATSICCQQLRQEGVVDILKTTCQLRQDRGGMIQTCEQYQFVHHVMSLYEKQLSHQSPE
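System: isolated STEP enzyme; schedule: 20 min enzyme reaction at room temperature, protected from light; medium: Bis-Tris buffer pH 6.0, 2.5 mM DTT, 0.005% Tween 20; signal: fluorescence, 480/540 nm; dosing: single compound dose of 20 µM, 1% DMSO final; also added: OMFP substrate, 25 µM final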
CendR NRP1 mod – NRP-1/CendR interaction modulation. O14786. FAM-RPARPAR peptide binding to NRP-1, fluorescence polarization. inhibition, % at 25 µM. 360,000 tested, 0.85% active. AID 602438;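 active = inhibition or corrected inhibition above about 18%, plus a signal ratio from 0.5 to 1.5, limit read from the data, passing the limit was not always enough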; also: strong numbers were not always called active
MsrA act – activators of bovine methionine sulfoxide reductase A; activation, % at 10.6 µM; purified bovine MsrA, absorbance read-out; AID 602163; 360,000 tested, 0.3% active; in the data active = activation above about 7.5%;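 also: 0% = vehicle and 100% = reference activator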
LMPTP inh – blocks human LMPTP phosphatase | P24666 | recombinant LMPTP-A, OMFP fluorogenic substrate, fluorescence intensity | inhibition, % at 20 µM | 360,000 tested, 0.22% active | AID 651560;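 active = compounds that cut the enzyme signal by at least half of the control window in the single-dose screen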;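 also: plate controls were DMSO wells with enzyme plus substrate for no effect and substrate without enzyme for full effect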
Target sequence (P24666 whole entry, looked up): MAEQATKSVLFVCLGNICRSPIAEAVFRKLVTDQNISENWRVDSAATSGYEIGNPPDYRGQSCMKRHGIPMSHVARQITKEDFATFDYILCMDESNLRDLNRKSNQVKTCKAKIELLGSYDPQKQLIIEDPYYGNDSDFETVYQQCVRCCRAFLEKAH
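Test system – LMPTP-A enzyme · Amount – LMPTP-A at 0.625 nM final in the reaction · Buffer or medium – Bis-Tris pH 6.0, DTT, detergent · Reagent – OMFP 400 µM · Doses – single 20 µM dose · Schedule – reaction 50 min, room temperature, dark · Detection – fluorescence intensity of OMFP turnover product · Evaluation – percent inhibition versus substrate-only and uninhibited controls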
eLon inh – inhibits E. coli Lon protease; inhibition, % at 7.94 µM; AID 602123; 360,000 tested, 0.42% active; purified E. coli Lon protease, fluorescence polarization; P0A9M0; in the data active = inhibition above about 13%, passing the limit was not always enough;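 also: 0% = enzyme with probe and DMSO and 100% = no enzyme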
An asterisk follows results filed as active; / = not tested or not shown.

compound	Tb MetRS inh	SUMO1-SIM PPI	Scp1 inh	MsrA inh	DNMT1 inh	STEP inh	CendR NRP1 mod	MsrA act	LMPTP inh	eLon inh
Cc1cc(-c2ccc(C)c(S(=O)(=O)Nc3ccc(S(N)(=O)=O)cc3)c2)on1	-0.3	6	-7	0.0	0	6	1	-1	0.7	-4
CC(C)Oc1ccc(S(=O)(=O)N2CCOCC2)cc1NC(=O)C1CCCCC1	-0.2	3	-2	-0.9	-1	2	2	-2	0.0	0
CNC(=O)/C(C#N)=C/c1c(N2CCCCCC2)nc2c(C)cccn2c1=O	-0.5	-25	-13	-0.3	-1	2	-6	-5	-0.8	4
CCN1CCN(C(=O)/C=C/c2ccc(C)o2)CC1	1.4	-7	-9	2.5	2	0	3	-4	-6.7	4
N#CC1=C(N)S[C@H](C(=O)C23CC4CC(CC(C4)C2)C3)[C@H]1c1ccncc1	-1.4	-2	5	/	-7	2	-21	-13	2.3	-7
C[C@H](CO)N1C[C@H](C)[C@H](CN(C)C(=O)c2ccc(N3CCN(C)CC3)cc2)OCc2cnnn2CCCC1=O	-0.1	3	/	-1.7	3	0	-4	-2	-5.5	4
COc1ccc2nc(Cl)c(/C=N/Nc3ccccn3)cc2c1	-0.6	-3	-7	-0.6	44	1	-1	-1	1.7	6
C[C@@H]1CN([C@@H](C)CO)C(=O)c2cc(NC(=O)Nc3ccc(F)cc3)ccc2O[C@@H]1CN(C)Cc1ccc(Oc2ccccc2)cc1	-0.2	2	0	0.0	-30	-2	-5	0	2.9	-4
N/C(CC1CC1(Cl)Cl)=N\OC(=O)c1ccccc1 (stereo unspecified)	-0.1	-2	-7	-1.1	0	-1	5	-2	-1.7	-6
O=C(N1CCOCC1)N1CCN(c2ccccc2F)CC1	-0.1	-2	2	-1.3	0	0	2	-7	-3.6	1
Cc1cc(NC(=O)CCC(=O)N(CC(=O)NC2CCCC2)c2ccc(Cl)cc2)no1	0.2	1	-5	-0.6	6	-1	11	-2	-0.9	5
Cc1ccc(C(=O)/C=C/Nc2ccc(S(=O)(=O)Nc3onc(C)c3C)cc2)cc1	-0.3	1	-6	3.2	13	8	-4	-1	0.6	-1
Cc1cc(C)c2c(Cn3ccnc3)cc(=O)oc2c1	-0.2	12	-7	1.3	1	-2	5	-1	7.6	9
CC(C)c1ccc(S(=O)(=O)N2CCN(C(=O)CN3C(=O)NC4(CCCCC4)C3=O)CC2)cc1	-0.2	2	-4	-0.6	2	-6	-23	-1	-0.8	-7
CCCCNC(=O)C1C(c2ccc(OC)cc2)=Nc2ccccc2N1C(=O)Cc1cc(OC)cc(OC)c1 (stereo unspecified)	-0.9	-2	/	2.7	/	/	-1	/	0.3	/
CCCCNC(=O)C[C@@H]1C[C@@]2(C(=O)OCC)CCC=C2N(Cc2ccc3c(c2)OCO3)C1=O	0.3	6	/	-0.9	/	/	-5	1	-0.9	7
CSCCc1nc(SCC(=O)Nc2nnc(C)s2)[nH]c1C	-1.2	4	-2	0.1	0	-2	-1	-6	-0.6	-5
N#Cc1ccsc1NC(=O)CSc1nnnn1-c1ccc(O)cc1	-0.4	6	2	1.9	4	-2	-26	-6	4.7	-1
CC1CCCN(C(=O)Cc2ccc(F)cc2)C1 (stereo unspecified)	0.4	-3	0	-1.3	-2	-4	0	-2	-2.1	0
CCOc1ccc(C(=O)NCc2ccco2)cc1OC	-0.5	1	1	-0.5	0	1	-1	-2	-0.8	-6
COc1c(OC)c(O)c2c(=O)cc(-c3c(O)cccc3O)oc2c1OC	-0.3	8	-7	1.2	-7	4	14	0	6.8	-1
CC(C)OC(=O)/C(=C/c1cccnc1)NC(=O)c1ccccc1	-0.9	-5	6	0.0	2	0	1	-8	-0.6	-4
CNc1sc(C(=O)c2ccccc2F)c(N)c1-c1nc2ccccc2s1	-0.9	-24	-11	0.7	-4	-1	-19	-8	1.2	-4
COC(=O)c1ccc(C(=O)N2CCCC(CNC(=O)c3ccccc3Cl)C2)cc1 (stereo unspecified)	-0.5	-2	3	-0.2	6	-2	14	-2	-1.9	5
CC(C)CCNC(=O)CN(Cc1ccccc1)C(=O)CCC(=O)Nc1nccs1	-0.8	4	-5	0.3	-1	-4	-6	-6	3.7	3

Some of these compounds in order of length of the SMILES, low to high.
compound	Tb MetRS inh	SUMO1-SIM PPI	Scp1 inh	MsrA inh	DNMT1 inh	STEP inh	CendR NRP1 mod	MsrA act	LMPTP inh	eLon inh
COc1ccc2nc(Cl)c(/C=N/Nc3ccccn3)cc2c1	-0.6	-3	-7	-0.6	44	1	-1	-1	1.7	6
N#Cc1ccsc1NC(=O)CSc1nnnn1-c1ccc(O)cc1	-0.4	6	2	1.9	4	-2	-26	-6	4.7	-1
CCCCNC(=O)C1C(c2ccc(OC)cc2)=Nc2ccccc2N1C(=O)Cc1cc(OC)cc(OC)c1 (stereo unspecified)	-0.9	-2	/	2.7	/	/	-1	/	0.3	/

(further entries)
compound	Tb MetRS inh	SUMO1-SIM PPI	Scp1 inh	MsrA inh	DNMT1 inh	STEP inh	CendR NRP1 mod	MsrA act	LMPTP inh	eLon inh
Cc1ccc(N2C(SCC(=O)O)=NC(=Nc3cccc(C)c3)C23CCCC3)cc1	-0.1	2	-5	-1.3	-1	-3	0	0	-1.5	-7
O=C(NNc1cc(C(F)(F)F)ccc1Cl)c1ccc(=O)[nH]c1	0.5	7	-6	-0.4	-4	-1	16	-3	0.3	1
CCOc1ccc(-c2nc(CN3CCCC(C(=O)N4CCOCC4)C3)c(C)o2)cc1 (stereo unspecified)	-0.8	-3	0	-0.4	-1	-1	3	-2	1.0	11
CC(O)CN1C(=O)C(CC(=O)Nc2ccc(Cl)cc2)SC1=Nc1ccccc1 (stereo unspecified)	27*	-1	-7	/	-5	-4	-93	-1	2.0	-5
CCOC(=O)Cn1cc(C#N)c2cccc(CC)c21	-0.2	-1	12	-1.5	1	-1	9	-3	1.4	14
O=C(O)CSc1ccnc2cc(Cl)ccc12	0.7	3	-7	1.2	-6	-1	0	-3	0.6	-4
CC(NC(=O)CN1C(=O)NC2(CCCCCC2)C1=O)c1ccccc1 (stereo unspecified)	0.3	-5	-2	-1.1	7	0	-3	-3	-2.1	5
Cc1cccc(OCCSc2nnc(-c3ccoc3C)n2C)c1	-0.3	-1	-5	0.1	1	1	2	-1	-1.9	-9
COc1cc(C2SCC(=O)N2c2c(C)n(C)n(-c3ccccc3)c2=O)ccc1O (stereo unspecified)	-0.3	-1	0	0.4	-1	0	-5	-3	-0.9	-1
COC(=O)Nc1sc(C(=O)N(C)C)c(C)c1C(=O)OC	-0.2	1	0	-0.5	0	-4	24*	0	-0.7	-4
O=C(CCn1cccc1)Nc1ccccc1F	-0.8	3	6	-0.3	-8	4	-5	1	0.0	2
Cc1cccc(C)c1NC(=O)CSc1nnc(CCCCCNC(=O)OC(C)(C)C)o1	-1.2	0	7	0.2	1	1	7	-11	2.2	-3
Cc1ccccc1-c1ccc(Nc2ccc(C(=O)N3CCOCC3)cc2)nn1	-1.0	-1	-8	3.9	-5	-2	5	-3	-1.0	0
CCOc1cc([C@H]2[C@@H]3CCCC[C@]3(O)CCN2CC(=O)NCc2ccco2)ccc1O	-0.6	-2	22	-0.9	3	0	-10	-3	0.1	2
CNC(=O)c1nc(C)c(C2(C)CC(c3ccccc3)=NO2)s1 (stereo unspecified)	-0.2	-2	-4	-0.8	2	-1	-3	0	-0.4	-15
COc1ccccc1C(O)P(=O)(OC1CCCCC1)OC1CCCCC1 (stereo unspecified)	-0.3	0	-11	2.0	1	0	7	-3	-0.5	3
O=C1ON=C(c2ccccc2)/C1=C/c1ccc(O)c(O)c1	0.6	-14	2	3.5	10	1	-8	-3	2.9	5
COc1cccc(NC(=O)COc2ccc(C(=O)N3CCN(C)CC3)cc2)c1	0.4	-1	-12	1.3	1	0	-3	0	0.6	-8
CC(C)CCn1cnc2c1c(=O)n(C)c(=O)n2C	0.1	2	-6	-1.6	5	-2	6	-1	-0.6	-2
CC(=O)N(C)c1ccc(NC(=S)Nc2ccc(C(C)C)cc2)cc1	-1.0	-1	3	0.4	13	3	4	-9	-0.5	5
Cc1ccc(O)c(NC(=O)CN(C)S(=O)(=O)c2ccc(Cl)cc2)c1	-0.4	2	-7	-0.1	-2	1	3	-3	1.1	4
COc1ccccc1N1CCN(C(=O)c2cc(-c3ccc(C)cc3)on2)CC1	-0.9	1	3	-0.6	-7	-5	1	-6	0.6	-11
Cc1ccccc1NC(=O)Cc1nnc(SCC(=O)NC2CCCCC2)n1C	0.0	1	-8	0.8	-1	1	-6	3	-0.8	-1
CC12CCC(=O)N1C(C(=O)Nc1nc3ccccc3s1)CS2 (stereo unspecified)	-0.1	3	-8	0.1	2	0	-1	-8	0.2	3
COc1ccccc1-c1cnc(C(O)c2cc(C)ccc2C)[nH]1 (stereo unspecified)	-0.3	0	/	-0.5	3	-3	8	-3	-1.0	9
CC(=O)c1cccc(NC(=O)Nc2cnn(Cc3ccc(Cl)cc3Cl)c2)c1	-0.1	-1	-6	-0.5	1	-2	-2	-2	1.9	-4
CNS(=O)(=O)c1cccc(C(=O)OCC(=O)Nc2ccc3ccccc3c2)c1	-0.2	-4	13	-0.8	18	9	12	-1	3.4	-4
Cc1ccc(C)c(S(=O)(=O)NCCCn2ccnc2)c1	-0.2	2	-6	0.3	-1	-3	1	-4	-2.2	-3
